Source: PubChem BioAssay
Keap1-Nrf2 PPI = disrupts human Keap1 binding to Nrf2 peptide. AID 504523. Keap1 Kelch-Nrf2 peptide fluorescence polarization, 1536-well. inhibition, % at 9.4 µM. actives 0.15% (n = 340,000); in the data active = inhibition above about 12%;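 note: human Keap1 Kelch domain with fluorescein labeled Nrf2 9mer peptide probe; 0% = neutral control wells and 100% = peptide positive control; higher means more block of Keap1 binding to Nrf2 peptide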
Target sequence (Q14145 whole entry, looked up, the tested form may be a part): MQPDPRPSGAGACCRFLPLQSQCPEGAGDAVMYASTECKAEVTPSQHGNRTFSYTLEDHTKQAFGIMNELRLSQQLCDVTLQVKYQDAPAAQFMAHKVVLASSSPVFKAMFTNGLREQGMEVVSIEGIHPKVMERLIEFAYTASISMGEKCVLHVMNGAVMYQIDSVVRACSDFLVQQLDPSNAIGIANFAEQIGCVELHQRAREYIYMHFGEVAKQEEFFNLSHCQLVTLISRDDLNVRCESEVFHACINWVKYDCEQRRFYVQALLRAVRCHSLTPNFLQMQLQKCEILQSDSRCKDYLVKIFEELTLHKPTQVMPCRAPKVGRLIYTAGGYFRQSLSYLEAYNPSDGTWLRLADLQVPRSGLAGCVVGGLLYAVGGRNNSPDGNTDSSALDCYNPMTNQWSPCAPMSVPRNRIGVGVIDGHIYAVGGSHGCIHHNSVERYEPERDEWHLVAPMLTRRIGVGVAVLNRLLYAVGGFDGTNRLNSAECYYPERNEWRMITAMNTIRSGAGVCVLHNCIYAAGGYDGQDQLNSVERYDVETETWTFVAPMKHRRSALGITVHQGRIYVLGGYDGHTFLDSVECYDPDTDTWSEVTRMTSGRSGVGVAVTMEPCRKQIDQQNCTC
Cardiac RTF inh = cardiac RTF calcium desensitization. P19429+P45379. IANBD-labeled cardiac RTF, Ca2+ fluorescence. inhibition, % at 7.15 µM. actives 0.12% (n = 340,000). AID 493244;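 active = inhibition above the mean inhibition of all tested compounds plus 3 SD, cut at about 17% in these data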;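 note: assay run at fixed EC70 calcium of 1.6 mM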
MOR-DOR ag = OPRM1-OPRD1 heterodimerization agonism; P35372+P41143; cells, luminescence; activation, % at 9.3 µM; actives 0.3% (n = 340,000); in the data active = activation above about 18%;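 note: 0% = vehicle-treated cells and 100% = reference agonist; values of inactives mirror those of a sister screen read the other way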
V-ATPase pHluor = yeast V-ATPase proton transport regulation by pHLuorin | AID 504577 | response, % at 10 µM | actives 0.37% (n = 350,000) | S. cerevisiae, pHLuorin cytosolic pH fluorescence; in the data active = response mostly above about 7.3%, no sharp cut-off; inactive = mostly below about 5.4%; note: actives read high; inactives centre near 0; some compounds called inactive have numbers as strong as hits; reference of the scale not given here
RTF Ca sens act = increases calcium sensitivity of human cardiac regulated thin filaments. AID 493008. P19429+P45379. IANBD-labeled TnC RTF fluorescence at EC20 calcium; 0% EC20 calcium, 100% full calcium. actives 0.24% (n = 340,000). activation, % at 7.2 µM;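 active = activation above the mean over all tested compounds plus 3 SD, cut at about 30% in these data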;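 note: rise in fluorescence read as greater calcium sensitivity of cardiac thin filaments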
Arrestin-AP2 inh = blocks beta-arrestin peptide binding to AP2 adaptin | actives 0.31% (n = 340,000) | inhibition, % at 10 µM | FITC-arrestin peptide / GST-AP2 beads, flow cytometry; AP2 beta2 appendage carries R879A mutation;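 active = inhibition above a set limit, near 3 SD of compounds lacking own fluorescence, cut at about 54% in these data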;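 note: plate controls were DMSO wells for no effect and 5 µM unlabelled arrestin peptide for full effect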
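System: GST-AP2 R879A glutathione beads | Also added: FITC-arrestin peptide, 50 nM | Times: 12 min plus 1 h, RT | Signal: Bead flow cytometry, FITC channel | Buffer or medium: PBS with 0.05% Tween 20 and 0.1% BSA | Read-out basis: Percent drop in bead-associated FITC signal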
Pemphigus Ab inh = inhibitors of pemphigus antibody binding to human desmoglein-3; DSG3-coupled beads, scFv-anti-DSG3-GFP binding, flow cytometry; stronger effect = lower value; AID 588358; actives 0.48% (n = 310,000); binding (percent of control), % at 10 µM; P32926;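 active = binding more than 3 SD below its plate's average and above zero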;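 note: hits lower antibody fragment binding to DSG3; some compounds called inactive have numbers as strong as hits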
Wnt act = activates Wnt/beta-catenin signaling in a reporter cell assay | activator, plate reader | activation, % at 9.35 µM | actives 1.2% (n = 300,000); in the data active = activation above about 30%, passing the limit was not always enough;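 note: 0% = neutral control wells and 100% = positive control wells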
LANA DNA inh = inhibitors of KSHV LANA C-terminal domain DNA binding | MBP-C-LANA/FAM-LBS DNA binding, fluorescence polarization | inhibition, % at 9 µM | actives 0.078% (n = 340,000);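 active = highest replicate inhibition at or above 60% at 9 µM, even if other replicates fall short; inactive = all replicates below 60% inhibition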;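 note: 0% = neutral control wells and 100% = 4 µM acridine orange control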
MOR-DOR inv ag = mu-delta opioid heterodimer inverse agonism; P35372+P41143; cell-based MOR-DOR heterodimer luminescence; inhibition, % at 9.3 µM; actives 0.21% (n = 340,000); in the data active = inhibition above about 22%, passing the limit was not always enough;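 note: 0% = cells with DMSO and 100% = wells without cells with DMSO; values of inactives mirror those of a sister screen read the other way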
Numbers without * were called inactive; / = not tested or not shown.

Values run as follows: Keap1-Nrf2 PPI, Cardiac RTF inh, MOR-DOR ag, V-ATPase pHluor, RTF Ca sens act, Arrestin-AP2 inh, Pemphigus Ab inh, Wnt act, LANA DNA inh, MOR-DOR inv ag
> COc1ccc(-c2csc3nc(C)nc(N4CCC(C)CC4)c23)cc1OC
    2, -6, 5.0, 0, 3, -4, 113, 3, 0.6, -24
> Cc1cc(CNC(=O)Cc2c(F)cccc2Cl)nn1C
    -2, -1, -3.8, -5, 1, 1, 105, 1, 1.5, 20
> COc1cccc(COC(=O)c2ccc3c(c2)NC(=O)C(C)S3)c1OC (centres undefined)
    -2, -1, 1.6, -3, -9, 7, 101, -6, 0.3, -10
> CC(C)Nc1nnc(SCC(=O)Nc2ccc3c(c2)C(=O)c2ccccc2C3=O)s1
    -3, -7, 5.5, 7, 2, 7, 99, 11, 1.1, -29
> CCSc1nc2ccccc2n1CCC(=O)O
    -5, -2, -0.2, 1, 2, 5, 101, /, -1.6, 1
> COc1ccc(C/C(N)=N/OC(=O)Cc2ccc(OC)c(OC)c2)cc1
    -8, -5, 0.8, 1, 6, 2, 110, -2, -0.5, -4
> CCC(Sc1nc2ccc(C)cc2[nH]1)C(=O)O (centres undefined)
    1, -7, -3.2, 2, -4, 4, 103, /, -0.3, 18
> CCC(C(=O)NC(C)(C)C)N(C(=O)Cn1nnc(-c2cccs2)n1)c1cnc2ccccc2c1 (centres undefined)
    -6, 12, -0.9, -3, -3, 19, 106, -6, 1.1, 6
> CCOc1ccc(N2C(=O)Cc3ccccc3C2=O)cc1
    -1, -5, 1.3, 0, -10, 23, /, 0, 0.1, -10
> Cc1ccc(Cl)cc1NC(=O)c1cccc(OC(F)F)c1
    0, -6, 2.0, -2, 1, -4, /, 2, 1.6, -11
> Cc1cccc(-c2c3c(=O)n(C)c(=O)n(C)c3cn2CC2CCCO2)c1 (centres undefined)
    4, -4, -1.6, -4, -2, 17, 106, 0, -1.9, 9
> Cc1ccc(N(CC(=O)N2CCCCC2)S(=O)(=O)c2ccc(C)cc2)cc1
    1, -3, -1.7, 0, 4, 11, 103, -1, 1.3, 9
> C=CC[C@H]1CC(C)=C[C@H](CC=C)N1C(=O)c1cc(COc2ccccc2SC)on1
    -2, -2, -0.8, 0, -1, -2, /, -4, -2.5, 4
> O=C(CSc1cn[nH]n1)Nc1ccccc1C(=O)O
    -1, -2, -1.5, -1, -1, 26, 100, 0, -0.2, 10
> Cc1ccc(S(=O)(=O)N2CCN(C(=O)NCc3ccc(C(=O)O)cc3)CC2)cc1
    -6, -17, -1.3, -1, -3, 4, /, -4, 0.0, 8
> CC1C(=O)C(C)C(c2ccco2)NC1c1ccco1 (centres undefined)
    1, -10, -1.9, -3, 3, -3, 87, -4, 2.0, 11
> O=C(O)c1ccc2c(c1)C(=O)N(NC(=O)c1ccc(O)cc1)C2=O
    -4, -14, 0.5, -1, 5, 50, 96, 0, 0.3, -2
> COc1cc(OC)c(C(=O)Nc2ccc3ccccc3c2)cc1OC
    -6, -10, -0.7, 3, 7, 4, 113, /, 1.3, 3
> CCn1cc(SCC(N)=O)c2ccccc21
    -9, 0, -2.4, -4, 3, -2, 100, 0, 1.5, 13
> COc1cc(C2Nc3cc(C)c(C)cc3NC3=C2C(=O)CC(C)(C)C3)ccc1OC(C)=O (centres undefined)
    -6, -6, -0.9, -4, 8, -4, 111, 0, 1.2, 5
> O=C(CSc1ncccn1)NCCc1ccccc1
    2, 1, -2.6, 2, -6, 3, 97, -1, -3.6, 16
> Cc1ccc(Cl)cc1Nc1nc(-c2sc(NC(=O)C(C)(C)C)nc2C)cs1
    -2, -2, -3.4, 6, 5, 0, 100, -17, 0.6, 15
> CCC(C)(C(=O)NC1CCCCC1)N(C(=O)CNC(=O)c1ccccc1)c1c(C)n(C)n(-c2ccccc2)c1=O (centres undefined)
    -5, -6, -0.9, 2, 2, -11, 108, -1, -0.9, 4
> Cc1ncc([N+](=O)[O-])n1CC(=O)N/N=C/c1ccc(F)cc1
    -9, 1, -2.2, 2, 4, 18, 135, -2, 0.8, 11
> O=C(COc1ncnc2ccccc12)NCCC1=CCCCC1
    1, -4, -2.8, 2, 2, 15, 107, /, -1.1, 16
> O=C1NCCCC1C(=O)N/N=C/c1cccc(Cl)c1 (centres undefined)
    -6, -10, -2.2, 7, 0, -9, /, -1, -2.1, 11
> Cc1ccc(-c2nn(-c3ccccc3)cc2C(=O)Nc2ccc(C)c(S(=O)(=O)N3CCOCC3)c2)cc1
    -1, -6, -0.8, 5, 6, 1, 76, /, 0.5, 4
> CCOc1c(Cl)cc(CNc2ccc(N3CCCC3)cc2)cc1OC
    -4, -12, 0.1, -2, 5, 15, /, -2, -0.5, 0
> COc1ccc(C(C(=O)Nc2ccc(F)cc2)N(C(=O)Cn2nnc3ccccc32)C2CC2)cc1 (centres undefined)
    1, 1, -3.5, 1, -2, 27, 122, 4, -0.8, 16
> CC1CC(OCC(O)C[N+]2(C)CCOCC2)CC(C)(C)C1 (centres undefined)
    0, -5, -0.9, 2, -3, -1, 100, -3, -0.4, 6

Reprinted at random: two entries already listed.
Values run as follows: Keap1-Nrf2 PPI, Cardiac RTF inh, MOR-DOR ag, V-ATPase pHluor, RTF Ca sens act, Arrestin-AP2 inh, Pemphigus Ab inh, Wnt act, LANA DNA inh, MOR-DOR inv ag
> CCC(Sc1nc2ccc(C)cc2[nH]1)C(=O)O (centres undefined)
    1, -7, -3.2, 2, -4, 4, 103, /, -0.3, 18
> C=CC[C@H]1CC(C)=C[C@H](CC=C)N1C(=O)c1cc(COc2ccccc2SC)on1
    -2, -2, -0.8, 0, -1, -2, /, -4, -2.5, 4

Continuation:
Values run as follows: Keap1-Nrf2 PPI, Cardiac RTF inh, MOR-DOR ag, V-ATPase pHluor, RTF Ca sens act, Arrestin-AP2 inh, Pemphigus Ab inh, Wnt act, LANA DNA inh, MOR-DOR inv ag
> CC(C)CC1(C)NC(=O)N(CC(=O)Nc2ccc3c(c2)CCC3)C1=O (centres undefined)
    1, -6, -0.4, 0, 8, -17, 100, -1, 0.0, 2
> Cc1sc2ncnc(N(C)Cc3cccs3)c2c1C
    -6, -7, 5.2, -5, -2, -11, 100, /, -0.8, -24
> COc1ccccc1NC(=O)CSc1n[nH]c(-c2ccco2)n1
    -4, -21, -3.6, 1, 7, 12, 103, 3, -0.6, 19
> O=C(c1ccc(-c2ccccc2Cl)o1)N1CCCCCCC1
    -2, -1, 6.0, -7, -2, 3, 109, 40*, -0.1, -31
> COc1cc(C(F)(F)F)nc2c(Br)c(C(C)(C)C)nn12
    /, /, /, 0, /, -1, 110, 0, /, /
> O=[N+]([O-])c1ccc(Cl)c(S(=O)(=O)Nc2ccc(-c3ccc(N4CCCC4)nn3)cc2)c1
    2, 4, 4.0, -1, -7, -2, 96, 2, 1.4, -27
> CCOC(=O)CN1C(=O)NC2(CCCc3ccccc32)C1=O (centres undefined)
    1, -10, -0.7, 3, -2, 23, 103, -1, 0.9, 3
> Clc1cccc(Nc2nc(-c3ccncc3)cs2)c1
    0, 2, 8.3, -1, 1, -14, 83, 10, -1.1, -38
> COc1ccc(NC(=O)CSc2nccn2Cc2ccccc2)cc1
    -4, 0, -1.5, 3, 3, -7, 104, 14, 0.1, 8
> CCN(c1ccccc1)S(=O)(=O)c1cc2c(cc1C)NC(=O)CO2
    -3, -4, 1.6, -1, 1, -8, 117, -9, -0.7, -9
> O=C1[C@@H](Oc2ccccc2)[C@@H](c2cccnc2)N1c1ccccc1
    -5, -2, -3.5, 1, 2, -1, 103, -5, -0.1, 17
> O=C(NCCCN1CCOCC1)c1cc(S(=O)(=O)N2CCOCC2)c(Cl)cc1Cl
    3, 1, -3.2, 0, 6, -8, 105, -5, 0.2, 12
> Cc1ccc2nc(-c3ccc(NS(=O)(=O)c4c(C)n(C)c(=O)n(C)c4=O)cc3)sc2c1
    -6, 5, 0.6, 1, -5, 38, 100, 48*, -1.6, -3
> CC(=O)NCCn1c(SCC(=O)NCC2CCCO2)nc2ccccc2c1=O (centres undefined)
    -5, -12, -0.8, -4, 11, 43, 100, 0, 1.5, 4
> O=C(O)CCCCNCc1ccccc1
    4, -1, -0.5, 0, 3, 12, 84, 5, -0.1, 3
> CC(Sc1ncnc2sc(-c3ccccc3)cc12)C(=O)N1CCNC1=O (centres undefined)
    3, -3, -1.4, -4, -1, 18, 109, 8, 1.6, 5
> COc1ccccc1NS(=O)(=O)c1cc(NC(=S)NCC2CCCO2)ccc1C (centres undefined)
    -9, -5, 2.4, 0, 8, -7, 103, -4, 0.3, -13
> Cc1nn(C)c(Oc2ccccc2)c1CCNC(=O)CC(C)C
    -1, -34, -0.6, 4, 1, 0, 105, -5, 0.7, 5

By substructure, the entries above containing a Cl atom.
Values run as follows: Keap1-Nrf2 PPI, Cardiac RTF inh, MOR-DOR ag, V-ATPase pHluor, RTF Ca sens act, Arrestin-AP2 inh, Pemphigus Ab inh, Wnt act, LANA DNA inh, MOR-DOR inv ag
> Cc1cc(CNC(=O)Cc2c(F)cccc2Cl)nn1C
    -2, -1, -3.8, -5, 1, 1, 105, 1, 1.5, 20
> Cc1ccc(Cl)cc1NC(=O)c1cccc(OC(F)F)c1
    0, -6, 2.0, -2, 1, -4, /, 2, 1.6, -11
> Cc1ccc(Cl)cc1Nc1nc(-c2sc(NC(=O)C(C)(C)C)nc2C)cs1
    -2, -2, -3.4, 6, 5, 0, 100, -17, 0.6, 15
> O=C1NCCCC1C(=O)N/N=C/c1cccc(Cl)c1 (centres undefined)
    -6, -10, -2.2, 7, 0, -9, /, -1, -2.1, 11
> CCOc1c(Cl)cc(CNc2ccc(N3CCCC3)cc2)cc1OC
    -4, -12, 0.1, -2, 5, 15, /, -2, -0.5, 0
> O=C(c1ccc(-c2ccccc2Cl)o1)N1CCCCCCC1
    -2, -1, 6.0, -7, -2, 3, 109, 40*, -0.1, -31
> O=[N+]([O-])c1ccc(Cl)c(S(=O)(=O)Nc2ccc(-c3ccc(N4CCCC4)nn3)cc2)c1
    2, 4, 4.0, -1, -7, -2, 96, 2, 1.4, -27
> Clc1cccc(Nc2nc(-c3ccncc3)cs2)c1
    0, 2, 8.3, -1, 1, -14, 83, 10, -1.1, -38
> O=C(NCCCN1CCOCC1)c1cc(S(=O)(=O)N2CCOCC2)c(Cl)cc1Cl
    3, 1, -3.2, 0, 6, -8, 105, -5, 0.2, 12
